RmlC RmlD mix: RmlC and RmlD coupled enzyme inhibitors, primary screen, biochemical, 384-well, compound mixtures, retest | RmlC/RmlD coupled enzyme inhibition, 384-well mixture HTS | inhibition, % at 5.5 µM | actives 0.39% (n = 110,000); in the data active means inhibition above about 30%, passing the limit was not always enough; further: strong numbers were not always called active
RT RNaseH block: HIV-1 RT RNase H inhibitors, primary screen, biochemical, fluorescence | Gag-Pol polyprotein (Human immunodeficiency virus type 1 group M subtype B (isolate … | RT-RNase H RNA/DNA duplex cleavage | inhibition, % at 10 µM | actives 1.9% (n = 65,000); in the data active means inhibition above about 50%
Active calls of the source: *; . = no result given. An excerpt; the hit share may differ from the screen's.

SMILES	RmlC RmlD mix	RT RNaseH block
O=C(NCCCN1CCOCC1)c1cc(-c2ccc(O)cc2)on1	11.3	-7.2
O=S(=O)(Cc1ccccc1)N1CCC(N2CCN(c3ccccc3)CC2)CC1	-13.2	23.3
Cc1ccc2ccc(S(=O)(=O)n3nc(C)cc3C)cc2c1	-8.9	-71.0
CCCC(=O)N1CCN(c2ccc(NC(=O)c3ccccc3)cc2)CC1	2.0	3.5
COc1ccc(C(=O)N2CCCC(c3nc(-c4ccc(OC)c(OC)c4)no3)C2)c(OC)c1 (stereo not given)	-9.3	0.2
CCOC(=O)c1c(C)c(C#N)c2c3ccccc3ccn12	2.2	.
COc1ccc(-c2noc(CSc3nnc(CCc4ccccc4)n3-c3ccccc3)n2)cc1OC	11.7	-28.7
O=C1C(Oc2ccccc2)C(c2cccs2)N1Cc1ccc2c(c1)OCO2 (stereo not given)	11.4	.
O=S(=O)(Nc1ccc(C(F)(F)F)cc1)c1cnc[nH]1	10.7	-18.3
COc1ccc(N(CC(O)Cn2c3ccccc3c3ccccc32)S(=O)(=O)c2ccccc2)cc1 (stereo not given)	5.6	.
CCn1c(SCC(=O)N(Cc2ccccc2)C2CCS(=O)(=O)C2)nc2ccccc2c1=O (stereo not given)	5.0	-9.7
CC(=O)c1c(C)nc2cc(Cl)ccc2c1N	.	-15.5
O=S(=O)(NCC1CCCO1)c1cc(Cl)ccc1Br (stereo not given)	-12.3	-70.5
CCCn1c(C)cc(C(=O)CN2C(=O)c3cccc(N)c3C2=O)c1C	-5.8	.
Cc1cc(C)cc(OCCCOc2cccc3cccnc23)c1	4.0	.
Cc1cc(NC(=O)c2ccc3c(c2)C(=O)N(Cc2cccnc2)C3=O)no1	-9.9	-1.9
Cc1cc(C)cc(OCC(=O)O/N=C(\N)c2ccccn2)c1	10.6	.
CCc1nc(SCC(=O)NCC2CCCO2)c2oc3ccccc3c2n1 (stereo not given)	4.5	-7.2
O=C(c1ccc2c(c1)N(Cc1ccccc1)C(=O)CS2)N1CCOCC1	0.7	2.1
CC1CCN(C(=O)c2cc(-c3ccc(Cl)c(Cl)c3)on2)CC1	5.7	-5.1
O=S(=O)(NN=C1CCCCCCC1)c1ccc(Br)cc1	-10.6	.
CC1(c2nnc(Cc3ccccc3)o2)CC(c2c(Cl)cccc2Cl)=NO1 (stereo not given)	-17.7	.
CCOC(=O)c1c(C)[nH]c(C(=O)C(C)OC(=O)c2cccc(OCc3c(C)noc3C)c2)c1C (stereo not given)	-14.5	-33.0
C=C1CCN([C@H](C(=O)Nc2ccc(OC)cc2)C(C)C)S(=O)(=O)c2ccccc21	7.3	.
CCCNS(=O)(=O)c1ccc(OCC(=O)N2CCN(C)CC2)cc1	7.7	.
COc1ccccc1NC(=O)CNC(=O)c1ccccc1C	-16.9	.
CNC(=O)c1c(NC(=O)c2ccc(N3C(=O)CCC3=O)cc2)sc2c1CCCC2	7.7	.
COc1cccc(OCCCN2CCCCC2)c1	-10.0	-1.4
CC(c1ccccc1)n1c(-c2ccncc2)n[nH]c1=S (stereo not given)	2.6	0.6
CCn1c(SCC(=O)NNC(=O)Cc2ccccc2)nnc1-c1ccccc1	-10.7	.
Cc1[nH]c(=O)[nH]c(=O)c1/C=N/NC(=O)[C@H](C)NC(=O)OC(C)(C)C	-15.5	.
CC(C)(C)S(=O)(=O)c1c(C(=O)O)cccc1C(=O)O	6.8	-2.4
CCO[C@@H]1OC(C(=O)Nc2ccccc2)=C[C@H](c2ccc3c(c2)OCO3)[C@H]1CCCO	-0.1	.
Cc1nc2c(C(=O)N3CCCC3)c[nH]n2c(=O)c1Cc1ccc(F)cc1Cl	.	0.5
CC(C)c1[nH]nc2c1C(Cc1ccccc1)C(C#N)=C(N)O2 (stereo not given)	4.0	-9.1
Cc1cc(/C=N\NC(=O)c2cccs2)c(C)n1-c1ccc2ncccc2c1	4.7	.
O=C1Nc2ccccc2C(O)(C(=O)NCc2ccco2)N1c1ccc(Cl)cc1 (stereo not given)	-22.0	2.9
CC1=C(C#N)C(NC(=O)C2CC2)(C(F)(F)F)C(=O)N1 (stereo not given)	-12.9	-2.5
Cc1ccc(C)c(NC(=O)CSc2nnc([C@@H](N)Cc3c[nH]c4ccccc34)o2)c1	-10.9	-2.9
CC(C)CCNC(=O)c1c(CSc2ccccc2)noc1C(=O)NCc1ccccc1	-2.7	.
COc1cc2c(cc1OC)C1=C(C#N)COCN1CC2	-10.7	-16.7
CCCCS(=O)CC(O)COCC (stereo not given)	-10.9	.
COc1ccc(OC)c(S(=O)(=O)N2CCC(C(=O)NCC3CCCO3)CC2)c1 (stereo not given)	12.1	-3.2
Cc1ccc(N=C/C(C(=O)C(F)(F)F)=C(\O)c2cccs2)cc1	1.2	.
O=C(COc1ccccc1)Nc1ccc(CSc2ccccc2)cc1	2.0	.
CCOC(=O)c1nc2nc(C)c(Cl)c(=O)n2[nH]1	4.7	-2.1
CCCc1nc2c3cnn(-c4cccc(Cl)c4)c3ncn2n1	.	2.8
Cc1nc2ccc(C(=O)N3CCN(c4ccccn4)CC3)cc2s1	-6.4	-11.8
Cc1ccc(C)c(Nc2ncnc3nc[nH]c23)c1	-12.2	-11.3
CCC(C)n1cnc2c(c1=O)c1nc3ccccc3nc1n2Cc1ccc(OC)cc1 (stereo not given)	-19.3	.
COC(=O)c1cc2sccc2n1CC(=O)Nc1cccc(SC)c1	.	4.7
COC(=O)c1sccc1NC(=S)N1CCC(C)CC1	-6.3	.
CN[C@@H]1C[C@@H](c2ccc(Cl)c(Cl)c2)c2ccccc21	-12.9	.
Cc1ccc(OCCn2cc(/C(N)=N/O)c3ccccc32)cc1C	-2.2	25.6
O=C(CN1CCN(c2nc(-c3ccccc3)cs2)CC1)NNC(=O)c1ccc(Br)cc1	187.0	.
Cc1cc(N2CCC(C)CC2)n2nc(C)c(-c3ccccc3)c2n1	-7.0	-3.9
COC(=O)c1ccc(N2CCN(S(=O)(=O)c3ccc4ccccc4c3)CC2)c([N+](=O)[O-])c1	-7.0	.
COC(=O)C(NC(=O)c1ccccc1)c1ccccc1 (stereo not given)	4.9	-5.0
Cc1cc(C)c2oc(-c3cccc(NC(=O)c4ccc(F)cc4)c3)nc2c1	4.3	.
c1csc(Cc2nn3c(-c4n[nH]c5c4CCC5)nnc3s2)c1	2.8	24.6

The list continues.
SMILES	RmlC RmlD mix	RT RNaseH block
N#CCSc1nc2cc(C(=O)N3CCCC3)ccc2c(=O)n1Cc1ccccc1	-10.5	0.5
CC(=O)c1cccc(NC(=O)c2cc3nc(C)cc(C)n3n2)c1	-7.7	-8.5
Cc1ccccc1Nc1nc(N)nc(CSc2nc3ccccc3c(=O)n2CCCO)n1	3.2	-5.2
Cc1nc(NC(=O)c2ccccc2)sc1-c1csc(Nc2ccc(F)cc2)n1	-2.5	.
O=C(CSCCO)N1CCc2ccccc21	-7.4	-7.1
CCCc1cc(SCC(=O)Nc2c(C)n(C)n(-c3ccccc3)c2=O)n2c(nc3ccccc32)c1C#N	26.2	.
Cc1c(Cl)c([N+](=O)[O-])nn1CC(=O)N1CCc2ccccc2C1	-3.1	.
CCCCCCC(=O)N1CCC(c2nc3c(nnn3Cc3ccccc3Cl)c(=O)[nH]2)CC1	-9.5	5.0
CSc1nnc(Cc2ccc3c(c2)OCO3)o1	5.0	1.4
CCN(CC)c1ccc(NC(=O)c2ccccc2F)cc1	-7.5	25.3
COC(=O)C1=CO[C@@H](O[C@@H]2OC(CO)[C@@H](O)[C@@H](O)[C@@H]2O)C2C1CC[C@]2(C)O (stereo not given in full)	-7.8	.
CCCCCCCCN1[C@@H](CC(=O)O)c2cc(F)ccc2S1(=O)=O	-6.7	.
CC(=O)Oc1ccc2c(c1)C(=O)c1ccccc1CO2	-11.2	.
CN1C(=O)NC(NC(=O)c2ccco2)(C(F)(F)F)C1=O (stereo not given)	-9.7	-3.4
O=c1c2ccccc2c(C=NC2CCS(=O)(=O)C2)c(O)n1-c1ccccc1 (stereo not given)	-7.8	4.7
Cc1cccc(-c2noc(CN(C(=O)c3ccc4c(c3)OCO4)C(C)C)n2)c1	-4.1	-2.9
Cc1c(C(=O)N2CCN(C(=O)c3ccco3)CC2)sc2nc(-c3ccc(F)cc3)cn12	9.1	-3.3
CCOC(=O)c1ccc(NC(=S)NNC(=O)C2(C)CC2(Cl)Cl)cc1 (stereo not given)	-11.9	.
CCCCC(=O)N(c1ccc(OCC)cc1)C1C=CS(=O)(=O)C1 (stereo not given)	7.7	-15.5
Cc1ccc(F)cc1NC(=O)C1CCCN(c2ncccn2)C1 (stereo not given)	-4.3	-5.7
C=CCN1c2ccccc2[C@]23C[C@@H](C(=O)OC)N(C(=O)c4cccs4)C2=NC(C(=O)OC)=C(C(=O)OC)[C@H]13	7.5	.
CCNc1ccc(C(=O)OCC)cc1NC(=O)c1cccc(N(C)C)c1	-7.8	2.0
COC(=O)C1=C(C)N(Cc2ccccc2)C(=O)N[C@H]1c1ccco1	9.6	.
O=C(C1CCN(c2nc3ccc(Br)cc3s2)CC1)N1CCC2(CC1)OCCO2	-10.9	-16.3
COc1cc(C(=O)N2CCC(C(=O)Nc3cccc(C(C)=O)c3)CC2)cc(OC)c1OC	-1.9	-2.5
N#Cc1ccc(C23CC4(C2)[C@H](CN(Cc2ccc(C(F)(F)F)cc2)[C@@H]4c2ccccc2)C3c2ccc(Cl)nc2)cc1 (stereo not given in full)	-32.1	.
Cc1ccccc1Cn1cnc2c(cnn2C(C)(C)C)c1=O	-6.7	-18.8
CC(C)Cn1c(SCC(=O)c2ccc(Cl)s2)nnc1-c1ccco1	-12.1	-55.3
CCOC(=O)c1ccc(NC(=O)Cn2nnc(-c3ccc(F)cc3)n2)cc1	-6.3	3.0
CN1CCN(C(=O)c2ccc(C(C)(C)C)cc2)CC1	-6.4	-5.8
COCC(C)NC(=O)COc1ccc(Cl)cc1Cl (stereo not given)	-15.5	-10.5
Cc1c(C(=O)Nc2ccccc2-c2ccccc2)cccc1[N+](=O)[O-]	3.8	.
Cc1ccc(CSc2nc3c(c(=O)[nH]2)C(c2ccncc2)C2=C(CCCC2=O)N3)cc1 (stereo not given)	48.8	59.3*
CC(=O)c1nn(-c2cccc(Cl)c2)cc1C(=O)c1ccco1	-31.4	6.7
CCCCNc1nnc(SCC(=O)N2CCN(S(=O)(=O)c3ccc4ccccc4c3)CC2)s1	27.8	.
Cc1c(C(=O)N2CCc3ccccc32)oc2c1C(=O)CC(C)(C)C2	48.8	2.7
Cc1noc(C)c1S(=O)(=O)N1CCCC(C(=O)NCC2CCCO2)C1 (stereo not given)	8.4	-9.1
O=S(=O)(NCCOCC(F)(F)F)c1ccc2oc3ccccc3c2c1	-13.0	-26.6
Cc1ccccc1C(=O)NC(=S)NCC1CCCO1 (stereo not given)	1.7	.
c1ccc(-n2nnnc2Oc2ccc(-c3nnco3)cc2)cc1	10.2	-18.4

Some of the entries above in a different format:
The line under a structure holds: RmlC RmlD mix | RT RNaseH block
CC(C)Cn1c(SCC(=O)c2ccc(Cl)s2)nnc1-c1ccco1
  -12.1 | -55.3
CCOC(=O)c1ccc(NC(=O)Cn2nnc(-c3ccc(F)cc3)n2)cc1
  -6.3 | 3.0
CN1CCN(C(=O)c2ccc(C(C)(C)C)cc2)CC1
  -6.4 | -5.8
COCC(C)NC(=O)COc1ccc(Cl)cc1Cl (stereo not given)
  -15.5 | -10.5
Cc1c(C(=O)Nc2ccccc2-c2ccccc2)cccc1[N+](=O)[O-]
  3.8 | .
Cc1ccc(CSc2nc3c(c(=O)[nH]2)C(c2ccncc2)C2=C(CCCC2=O)N3)cc1 (stereo not given)
  48.8 | 59.3*
CC(=O)c1nn(-c2cccc(Cl)c2)cc1C(=O)c1ccco1
  -31.4 | 6.7

Single entries from above.
`Cc1ccc(C)c(NC(=O)CSc2nnc([C@@H](N)Cc3c[nH]c4ccccc34)o2)c1` in RT RNaseH block is listed with -2.9
`COC(=O)C1=CO[C@@H](O[C@@H]2OC(CO)[C@@H](O)[C@@H](O)[C@@H]2O)C2C1CC[C@]2(C)O` (stereo not given in full) in RmlC RmlD mix is listed with -7.8

More results follow:
SMILES	RmlC RmlD mix	RT RNaseH block
COc1ccccc1OCCC(=O)OCC(=O)Nc1ncc(Cl)cc1Cl	0.0	3.6
COC(=O)[C@H]1C[C@@H]1[C@H](NC(=O)c1cnccn1)c1ccccc1	-9.6	.
CC(C)(C)OC(=O)c1c(N)n(CCCN2CCCC2=O)c2nc3ccccc3nc12	.	3.0
Cc1cc(=O)[nH]c(SCc2cccc(Br)c2)n1	-8.9	-27.0
CCC/C(O)=C1\C(=O)CC(c2ccccc2)CC1=NCCc1c(C)[nH]c2ccccc12 (stereo not given)	-15.0	.
O=S(=O)(/N=C(\Nc1ccc(F)cc1)C(F)(F)F)c1ccccc1	-0.8	.
Cc1sc2nc(SCC(=O)NCc3ccco3)n(Cc3ccccc3)c(=O)c2c1C	-5.3	.
O=C(NC1CCC(NC(=O)C2CCCO2)CC1)C1CCCO1 (stereo not given)	-4.6	2.3
COc1ccc(N2CC(C(=O)Nc3ccccc3C(=O)NCc3ccco3)CC2=O)cc1 (stereo not given)	-6.0	-2.4
Cc1cc(=O)oc(C)c1C(=O)NCCC1=CCCCC1	5.5	-10.4
COc1ccc(-c2csc(NCCc3nc4cc(Cl)c(Cl)cc4n3CCCO)n2)cc1	6.6	.
COc1ccc(-c2csc(N(CCCN3CCOCC3)C(=O)c3ccco3)n2)cc1	-8.2	0.9

Profiles from above:
`CC(C)(C)OC(=O)c1c(N)n(CCCN2CCCC2=O)c2nc3ccccc3nc12` reads RmlC RmlD mix: .; RT RNaseH block: 3.0
`COC(=O)[C@H]1C[C@@H]1[C@H](NC(=O)c1cnccn1)c1ccccc1` reads RmlC RmlD mix: -9.6; RT RNaseH block: .
`COc1ccc(-c2csc(NCCc3nc4cc(Cl)c(Cl)cc4n3CCCO)n2)cc1` reads RmlC RmlD mix: 6.6; RT RNaseH block: .

Screening data from PubChem.
